LmPK inh – qHTS Assay for Inhibitors of Leishmania Mexicana Pyruvate Kinase (LmPK) | Potency, µM (doses to about 57.5 µM), for inactives: at the highest dose activity change, negative = inhibition, actives largely listed as inhibitors | Q27686 | 290,000 compounds, 0.37% hits | purified LmPK, Kinase-Glo ATP luminescence, 1 h; also: potency is read from the fitted curve at half-maximal effect
Target sequence (Q27686 whole entry, looked up): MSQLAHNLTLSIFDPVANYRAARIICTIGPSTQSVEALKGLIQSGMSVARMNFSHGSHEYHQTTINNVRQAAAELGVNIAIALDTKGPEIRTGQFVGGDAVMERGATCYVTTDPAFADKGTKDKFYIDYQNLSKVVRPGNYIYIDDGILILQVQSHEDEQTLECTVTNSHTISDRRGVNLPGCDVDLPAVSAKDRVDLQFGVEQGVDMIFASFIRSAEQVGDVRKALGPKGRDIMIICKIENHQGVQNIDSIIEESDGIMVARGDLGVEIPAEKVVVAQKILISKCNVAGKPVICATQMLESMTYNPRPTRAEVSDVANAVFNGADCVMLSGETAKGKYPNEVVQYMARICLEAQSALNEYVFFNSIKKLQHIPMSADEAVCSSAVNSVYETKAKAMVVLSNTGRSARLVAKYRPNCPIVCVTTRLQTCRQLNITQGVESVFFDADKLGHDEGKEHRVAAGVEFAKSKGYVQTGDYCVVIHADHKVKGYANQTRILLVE
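Screened at intermediate enzyme activity to detect both inhibitors and activators: LmPK at 0.1 nM, with a 0.5 nM enzyme column as activation reference. PEP 0.5 mM, ADP 0.1 mM; ATP detected by luminescence after 1 h.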
HCMV inh – qHTS Assay for inhibitors of the human cytomegalovirus (HCMV); HFF cells, HCMV-luciferase reporter, 72 h; hits give low values; activity change, negative = inhibition, % at 57.5 µM; 410,000 compounds, 4.5% hits; in the data active = activity change below about -60%; inconclusive = no clear call, values can overlap the other calls; inactive = above about -39%
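Inhibition of viral replication was scored as loss of reporter luminescence in HFFs infected with HCMV-luciferase (MOI 1 PFU/cell) for 72 h; compounds tested at 2 doses, normalized to buffer and Salinomycin controls.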
AmpC detergent – qHTS Inhibitors of AmpC Beta-Lactamase (assay with detergent). P00811. AmpC hydrolysis of nitrocefin, absorbance 480 nm, 0.01% Triton. Potency, µM (series often up to 114 µM), inactives show at the top dose activity change, negative = inhibition, most hits filed as inhibitors. 370,000 compounds, 0.041% hits. AID 485294, 2010;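 also: potency is read from the fitted curve at half-maximal effect; 0% = no-compound wells and -100% = no-enzyme wells; nearly all actives have a fitted effect of over 25% in size; some results filed as inactive show a strong effect at the top dose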
Target sequence (P00811 whole entry, looked up): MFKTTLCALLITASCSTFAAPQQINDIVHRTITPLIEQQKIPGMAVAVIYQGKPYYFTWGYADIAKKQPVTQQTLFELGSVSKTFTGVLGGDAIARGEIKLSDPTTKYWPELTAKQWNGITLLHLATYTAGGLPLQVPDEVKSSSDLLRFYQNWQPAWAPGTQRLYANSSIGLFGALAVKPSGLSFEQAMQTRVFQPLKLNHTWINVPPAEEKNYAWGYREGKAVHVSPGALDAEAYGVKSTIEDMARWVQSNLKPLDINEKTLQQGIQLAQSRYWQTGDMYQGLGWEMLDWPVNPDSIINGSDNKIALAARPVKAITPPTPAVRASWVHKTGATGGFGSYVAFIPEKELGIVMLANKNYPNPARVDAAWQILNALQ
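AmpC (5.3 nM in the dispensed reagent) in 20 mM phosphate pH 7.0 with 0.01% (detergent screen) or 0.0001% Triton X-100 was preincubated with compounds for 15 min at room temperature. Nitrocefin was then added from an 800 uM solution, and hydrolysis was followed at 480 nm.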
Tb PYK inh – qHTS of Trypanosoma Brucei Inhibitors; TbPYK enzyme, Kinase-Glo Plus ATP luminescence, 45 min; Potency, µM (top dose mostly 76.8 µM), for the others: top-dose activity, negative = inhibition, actives largely listed as inhibitors; 410,000 compounds, 0.12% hits; AID 624173, 2012; also: potency is read from the fitted curve at half-maximal effect; nearly all actives have a fitted effect of over 50% in size
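Quantitative HTS: titrated library compounds versus trypanosomal pyruvate kinase in TEA buffer (pH 7.2) containing KCl, MgCl2, BSA and Tween-20. Reactions were initiated with ADP, 130 uM final. Kinase-Glo Plus luminescence was read after 45 min at RT.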
AMA1 RON2 block – qHTS for Inhibitors of AMA1-RON; Towards Development of Antimalarial Drug Lead: Primary Screen; Plasmodium falciparum AMA1 (3D7) - RON2 peptide interaction; 360,000 compounds, 0.2% hits; Potency, µM (doses to about 58.2 µM), inactives show at the top dose activity change, negative = inhibition, hits mostly inhibitors; AlphaScreen AMA1-biotinylated RON2 peptide binding; AID 720542, 2013;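 also: potency is read from the fitted curve at half-maximal effect; 0% = vehicle wells and -100% = peptide control; nearly all actives have a fitted effect of over 45% in size; some results filed as inactive show a strong effect at the top dose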
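AMA1 (3D7) with his tag at 25 nM final met compounds first, then biotinylated RON2 peptide at 25 nM; detection used donor plus acceptor beads, 10 µg/mL apiece, read by AlphaScreen after 30 min at room temperature.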
HCV inhibitor – qHTS Assay for Inhibitors of Hepatitis C Virus (HCV); Huh7.5.1 HCVcc-Cre infection, luciferase reporter, 44 h; Potency, µM (highest dose often 41.8 µM), for the others: at the highest dose activity change, negative = inhibition, actives largely listed as inhibitors; 340,000 compounds, 3.4% hits; AID 651820, 2012; also: potency is read from the fitted curve at half-maximal effect
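Cells (1,000/well) were plated 4 h before compound, then infected with HCVcc-Cre virus (~0.5 moi). After 44 h further culture, infection was read as luciferase luminescence following a 15 min substrate incubation at room temperature.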
AmpC inh no detg – qHTS Inhibitors of AmpC Beta-Lactamase (assay without detergent). P00811. AmpC nitrocefin hydrolysis, absorbance 480 nm, 0.0001% Triton. Potency, µM (highest dose often 57.1 µM), for the others: at the highest dose activity change, negative = inhibition, most hits filed as inhibitors. 330,000 compounds, 0.52% hits. AID 485341, 2010;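 also: potency is read from the fitted curve at half-maximal effect; plate controls were no compound for no effect and no enzyme for full effect; nearly all actives have a fitted effect of over 20% in size; some results filed as inactive show a strong effect at the top dose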
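20 mM phosphate pH 7.0 + 0.01% (detergent screen) or 0.0001% Triton X-100; 5.3 nM AmpC reagent; cpd preinc 15 min RT; nitrocefin (800 uM stock) to start; A480 q20 s × 4 min; Activity was normalised to no-enzyme and no-compound control wells.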
* marks the source's active call; other numbers are inactive results; u = inconclusive; x = not tested or not shown; & = joins results of further samples; [ ] = remark or other dose. Unless noted, calls follow the shape of the dose curve; as a rule, active = well fitted curve in the direction sought with a large enough effect; inconclusive = small, poorly fitted or top-dose-only effect, or another doubt; inactive = no such curve, though single readings can be large; an effect the other way counts as inactive or inconclusive. Unless noted, % is scaled to controls: 0 for no effect and ±100 for the full control effect.

Every second line gives: LmPK inh	HCMV inh	AmpC detergent	Tb PYK inh	AMA1 RON2 block	HCV inhibitor	AmpC inh no detg
COC(=O)c1cc(OC)c(OC)cc1NC(=S)N1CCCC1
 : 3.6%	16.3	-1.3%	-2.2%	7.2%	9.5%	-20.0%
C1=CCN(c2nc(N3CCOCC3)nc(N3CCCc4ccccc43)n2)CC1
 : x	34.8	x	0.2%	-3.2%	x	x
OC[C@@H]1CN(Cc2ccc(Cl)cc2)C[C@H](n2cnc3c(NC4CCC4)ncnc32)O1
 : x	-12.2	x	1.3%	-15.1%	x	x
O=C(O)CCc1nc(-c2ccccc2Cl)no1
 : -2.2%	3.5	-10.1%	-4.7%	-1.8%	4.9%	-8.3%
O=C(O)c1cc(-c2ccc(Cl)c(Cl)c2)n(-c2ccc(F)cc2)n1
 : 0.8%	40.5	u	4.3%	8.8%	8.0%	-12.6%
O=C(O)c1cc(Oc2ccc(C(F)(F)F)cc2Cl)ccc1[N+](=O)[O-]
 : x	14.9	x	-13.2%&0.0%	-6.2%	-7.1%	x
O=C(Cn1nnc(-c2ccccc2)n1)OC1CCOC1=O (stereo not drawn)
 : -3.8%	-22.0	u	3.0%	6.3%	17.2%	-8.8%
O=C(NNC1=NCCCCC1)c1cccc([N+](=O)[O-])c1
 : 1.5%	0.3	u	3.0%	91.2%[activator]	0.3%	-8.1%[11.4 µM]
C#CCNC(=O)C1=C[C@@H](c2coc3ccccc3c2=O)[C@H](CCCO)[C@@H](OCC)O1
 : 4.9%	3.0	9.4%	3.5%	-2.9%	27.6%	11.8%
COc1cccc(CN2CC(C(=O)NCCSc3nnnn3C)CCC2=O)c1 (stereo not drawn)
 : -6.1%	17.7	2.6%	-2.9%	-11.1%	36.1%[activator]	-11.9%
Cc1[nH]c2ccccc2c1C(=O)COC(=O)C1CC(O)CN1S(=O)(=O)c1ccc(Cl)cc1 (stereo not drawn)
 : x	0.0	-16.7%	-12.4%	13.9%	-0.4%	185.0%[activator]
N#C/C(=C/c1ccc(Cl)cc1)c1nc(-c2ccc(Br)cc2)cs1
 : x	4.7	11.3%	19.5%	x	x	x
COCCNC(=O)Cn1ccc2cc(S(=O)(=O)N3CCCCCC3)ccc21
 : -3.3%	-34.9&1.1	-0.3%&27.4%	3.1%&2.4%	0.3%	4.7%	23.2%
CCc1cc(C(=O)OC)c(NC(=O)CC2Nc3cc(C)c(C)cc3NC2=O)s1 (stereo not drawn)
 : 6.5%	-18.4	-2.0%	-2.3%	0.1%	31.8%[activator]	-17.2%
O=C(CSc1nc2ccccc2c(=O)n1-c1ccc(F)cc1)Nc1ccc(Cl)c(S(=O)(=O)N2CCOCC2)c1
 : 1.0%	-33.6	u	-6.0%	-10.1%	-4.3%	-13.2%
COc1ccc2c(C)cc(SCC(=O)Nc3c(C)n(C)n(-c4ccccc4)c3=O)nc2c1
 : -6.8%	41.1	0.4%	-5.7%	-1.4%	-20.4%	44.2%
CCN(CC)CCCNC(=O)c1c(O)c2cc(F)cc3c2n(c1=O)C(C)CC3 (stereo not drawn)
 : 2.7%	26.7	-2.2%	0.0%	-5.7%	10µM*	78.4%[activator]
CN(C(=O)COC(=O)COc1ccccc1F)C1CCS(=O)(=O)C1 (stereo not drawn)
 : 11.6%	43.1	-15.1%	-2.7%	-18.3%	6.7%	-6.8%
Cc1ccc(S(=O)(=O)NCC(=O)N2CCOCCOCCOCC2)cc1
 : -5.3%	6.6	-3.8%	10.6%	-1.1%	-7.2%	-5.7%
CC1CCc2nc3ncn(Cc4ccc(Cl)cc4)c(=O)c3cc2C1 (stereo not drawn)
 : x	77.7	18.0%	5.8%	x	x	x
C=CCNC(=O)[C@H]1N2C(=O)c3ccccc3C2SC1(C)C (stereo partly drawn)
 : -0.4%	14.1	-3.0%	1.0%	-1.9%	-0.1%	-0.4%
COCCN1Cc2cccc(C(=O)Nc3ccc(C)cc3C)c2C1=O
 : x	-19.7	0.0%	-0.2%	x	x	x
COc1ccc(OC)c(-n2nnnc2SCC(=O)Nc2nc(C)c(C)s2)c1
 : 2.1%	14.8	3.2%	-2.3%	-6.5%	u	-36.3%
Cc1ccc2nc(N/C(=N/S(=O)(=O)c3ccc(F)cc3F)c3ccccc3)sc2c1
 : 3.3%	-16.7	1.2%	3.0%	-8.9%	5.8%	-41.6%
O=C(Nc1cnn(Cc2ccc(Cl)cc2)c1)c1ccc([N+](=O)[O-])cc1
 : 2.3%	-38.7	u	3.1%	-2.7%	-2.6%	50.2%
COc1ccc(N2CCN(C(=O)c3ccc(-c4nc(COc5ccccc5)c(C)o4)cc3)CC2)cc1
 : x	19.5	0.1%	-4.4%	x	x	x
CCC(O)c1nc2ccccc2n1Cc1cc(C)ccc1C (stereo not drawn)
 : x	u	20.4%	-0.6%	x	x	x
COc1ccc(C(=O)N2CCN(c3nc4c(C)c(Cl)ccc4s3)CC2)c(OC)c1
 : x	-39.0	1.8%	2.2%	x	x	x
Cc1ccc(-c2nnc3ccc(SCC(=O)N4CCc5ccccc54)nn23)cc1
 : -4.8%	52.6	u	1.4%	0.0%	21.7%	-5.2%
CN(c1ccc(OCC(=O)OCc2nnc(-c3ccccc3)o2)cc1)S(=O)(=O)c1ccc(Cl)cc1
 : x	20.2	u	0.2%	1.7%	45.9%[activator]	-15.4%

Copied from the listing, eight compounds:
Every second line gives: LmPK inh	HCMV inh	AmpC detergent	Tb PYK inh	AMA1 RON2 block	HCV inhibitor	AmpC inh no detg
COc1ccc(OC)c(-n2nnnc2SCC(=O)Nc2nc(C)c(C)s2)c1
 : 2.1%	14.8	3.2%	-2.3%	-6.5%	u	-36.3%
Cc1ccc2nc(N/C(=N/S(=O)(=O)c3ccc(F)cc3F)c3ccccc3)sc2c1
 : 3.3%	-16.7	1.2%	3.0%	-8.9%	5.8%	-41.6%
O=C(Nc1cnn(Cc2ccc(Cl)cc2)c1)c1ccc([N+](=O)[O-])cc1
 : 2.3%	-38.7	u	3.1%	-2.7%	-2.6%	50.2%
COc1ccc(N2CCN(C(=O)c3ccc(-c4nc(COc5ccccc5)c(C)o4)cc3)CC2)cc1
 : x	19.5	0.1%	-4.4%	x	x	x
CCC(O)c1nc2ccccc2n1Cc1cc(C)ccc1C (stereo not drawn)
 : x	u	20.4%	-0.6%	x	x	x
COc1ccc(C(=O)N2CCN(c3nc4c(C)c(Cl)ccc4s3)CC2)c(OC)c1
 : x	-39.0	1.8%	2.2%	x	x	x
Cc1ccc(-c2nnc3ccc(SCC(=O)N4CCc5ccccc54)nn23)cc1
 : -4.8%	52.6	u	1.4%	0.0%	21.7%	-5.2%
CN(c1ccc(OCC(=O)OCc2nnc(-c3ccccc3)o2)cc1)S(=O)(=O)c1ccc(Cl)cc1
 : x	20.2	u	0.2%	1.7%	45.9%[activator]	-15.4%

(further entries)
Every second line gives: LmPK inh	HCMV inh	AmpC detergent	Tb PYK inh	AMA1 RON2 block	HCV inhibitor	AmpC inh no detg
COc1cccc(C(=O)N2CCC(O)(c3cccnc3)CC2)c1
 : -0.8%	4.8	-13.6%	-5.1%	-0.4%	13.0%	-9.3%
O=C(C1CCN(c2nc(-c3ccccc3)nc3c2CCC3)CC1)N1CCCC1
 : x	-6.8	x	1.3%	-13.4%	11.2µM*	x
CCCCCc1c(C)nc(N2CCc3ccccc3C2)[nH]c1=O
 : 0.3%	79.3	0.2%	3.5%	-7.0%	5.4%	-3.1%
CCOC(=O)c1cnc(N2CCN(c3ccccc3)CC2)[nH]c1=O
 : 0.0%	-10.2	-3.1%	1.0%	1.3%	-10.6%	-19.6%
COc1cc(NC(=O)c2sc3ncn(CC(=O)N4CCC(C)CC4)c(=O)c3c2C)cc(OC)c1OC
 : 2.8%	43.2	-16.2%	11.8%	-6.2%	-16.7%	185.6%[activator]
Cc1cccc(N2CSC3=C(C#N)C(c4ccc(C)o4)CC(=O)N3C2)c1 (stereo not drawn)
 : 1.5%	x	u	x	x	x	-45.9%
CCc1cc(=O)oc2cc(OCC(=O)NCCCN3CCCC3=O)ccc12
 : -3.7%	0.0	-0.3%	-1.9%	3.2%	1.9%	-21.5%
O=C(NC1CCCCC1)N1CCN(CCc2ccccc2)CC1
 : -1.9%	54.5	4.5%	-0.5%	-2.0%	2.8%	-2.2%
COC(=O)C1=C(c2cccc(C#N)c2)C[C@@H]2CC[C@H]1N2C(=O)NCc1cccc2ccccc12
 : x	-10.3	-2.1%	-4.2%	-0.5%	u	-5.7%
Cc1ccc(S(=O)(=O)Nc2cccc(-c3ccc4nnc(C)n4n3)c2)s1
 : -1.2%	44.0	6.8%	-2.2%	1.7%	-13.0%	-3.4%
N#CCCN1CCN(C(=S)c2ccc(-c3ccc(Cl)c(Cl)c3)o2)CC1
 : -2.4%	6.9	u	-31.3%	-8.0%	u	87.1%[activator]
COc1ccccc1OC(=O)c1cc2ccccc2oc1=O
 : -0.2%	22.6	u	1.6%	-10.2%	33.9%[activator]	-19.5%
O=C(COC(=O)CCC(=O)c1cccs1)Nc1ccccc1[N+](=O)[O-]
 : 3.6%	u	-3.0%	-22.8%	10.2%	9.8%	-20.7%
Cn1nnnc1Sc1ncnc2scc(-c3ccccc3Cl)c12
 : x	-73.2*	3.3%	4.9%	x	x	2.6%
COc1ccccc1OCC(=O)Nc1c2c(nn1-c1ccc(F)cc1)CS(=O)(=O)C2
 : 2.2%	-12.2	-8.3%	3.1%	4.1%	16.5%	28.9%
CNC(=O)N1CCN(C(=O)NC)CC1
 : -1.5%	-14.8	u	1.0%	1.6%	20.4%	-14.3%
CC(=O)c1cccc(NCC(=O)Nc2cc(S(=O)(=O)N3CCCCC3)ccc2C)c1
 : 1.5%	-35.1	0.9%	1.5%	-13.1%	11.2µM*	-3.2%
CCn1cc(C(=O)NCc2ccc3c(c2)OCO3)c(=O)c2ccc(C)nc21
 : 5.7%	x	u	x	x	16.5%	-29.3%
CCOC(=O)/C(C#N)=C/N=c1ccc(C)cn1C
 : 2.9%	-32.8	11.3%	-6.7%	-1.9%	9.9%	-0.5%

Screening data (PubChem BioAssay)
